Pol eta inh: DNA polymerase eta (human) inhibition; Q9Y253; recombinant Pol eta, fluorescent DNA replication assay; Potency, µM (titrated, usually from 114 µM), for inactives: at the top dose activity change, negative = inhibition, actives largely listed as inhibitors; actives 1.2% (n = 390,000); AID 588591; note: potency is the fitted concentration of half-maximal effect; % is set by controls: 0 for no effect and ±100 for the full control effect
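Fluorescent replication assay: 50 nM final substrate added after a 15 min room-temperature compound preincubation with 10 nM enzyme. Signal taken at 0 min and again at 10 min.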
PI4K2A inh: PI4K2A (human) kinase inhibition. purified PI4K2A, ADP-Glo luminescence, 1 h; stronger effect = lower value. activity change, negative = inhibition, % at 76.9 µM. AID 1346378. actives 0.13% (n = 420,000); in the data active = activity change below about -50%; inconclusive = mostly about -30% to -49%;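 note: -100% = wells without enzyme as full effect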
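Compounds are screened against recombinant PI4K2A using PI as substrate and ATP, the latter dispensed at 300 microM. Reactions run one hour at ambient temperature before ADP-Glo detection; full inhibition defined by wells lacking enzyme.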
HP1b binding inh: blocks HP1-beta chromodomain binding to methylated histone tails. AlphaScreen HP1-beta / biotin-H3K9me3 peptide binding. Potency, µM (doses to about 114 µM), inactives show at the top dose activity change, negative = inhibition, most hits filed as inhibitors. actives 0.56% (n = 390,000). AID 540317; note: potency is the fitted concentration of half-maximal effect; nearly all actives have a fitted effect of over 70% in size; inactives centre near 23
Target sequence (P83916 whole entry, looked up): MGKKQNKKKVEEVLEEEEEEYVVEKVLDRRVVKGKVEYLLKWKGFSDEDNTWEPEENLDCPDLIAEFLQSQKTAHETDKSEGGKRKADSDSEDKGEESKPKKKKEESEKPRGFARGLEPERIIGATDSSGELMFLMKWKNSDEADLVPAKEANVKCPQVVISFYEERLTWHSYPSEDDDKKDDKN
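AlphaScreen: HP1-beta (50 nM) preformed 30 min with biotin-H3(1-18)K9me3 peptide (50 nM) in PBS pH 7.4, 0.01% Tween-20. Compound added for 30 min at RT, then streptavidin donor/nickel chelate acceptor beads (10 ug/mL) for 30 min.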
BAZ2B block: BAZ2B (human) inhibition | AlphaScreen BAZ2B-H3K14Ac peptide displacement | Potency, µM (top dose mostly 114 µM), for inactives: at the highest dose activity change, negative = inhibition, usual class: inhibitors | actives 4.4% (n = 360,000) | AID 504333; note: potency is the fitted concentration of half-maximal effect; % is set by controls: 0 for no effect and ±100 for the full control effect; nearly all actives have a fitted effect of over 60% in size
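In this displacement format the biotinylated H3(5-23) peptide acetylated at Lys14 serves as ligand at 50 nM, with BAZ2B at 50 nM in PBS pH 7.4 containing 0.01% Tween-20. Donor and acceptor beads are 10 ug/mL final.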
Pin1 inh: inhibitors of human Pin1; Q13526; Pin1 FP peptide displacement, HiFluor488, 10 min; Potency, µM (titrated, usually from 115 µM), without a hit: at the top dose activity, negative = inhibition, most hits filed as inhibitors; actives 0.009% (n = 390,000); active = well fitted inhibition curve with a large enough effect in the polarisation, with a control signal flat, not every such curve was filed as active; inconclusive = small, poorly fitted or top-dose-only effect, or effect the other way, or a change in a side signal; inactive = no such curve, though single readings can be large or run the other way; the % refers to the polarisation; note: potency is the fitted concentration of half-maximal effect; % is set by controls: 0 for no effect and ±100 for the full control effect
GLS inhibitor: blocks human kidney-isoform glutaminase activity. O94925. AID 624170. actives 0.21% (n = 410,000). GLS enzymatic activity, qHTS titration. Potency, µM (highest dose often 45.5 µM), without a hit: top-dose activity change, negative = inhibition, hits mostly inhibitors; note: potency is the fitted concentration of half-maximal effect; % is set by controls: 0 for no effect and ±100 for the full control effect
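Two-point fluorescence kinetic (t0, 30 min RT) for hKGA; glutamate detected via glutamate oxidase–HRP–Amplex Red. Substrate: 1 mM L-glutamine solution; buffer 45 mM KH2PO4, pH 8.2.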
PGK inhibitor: T. brucei PGK inhibition; P07378; Potency, µM (titrated, usually from 57.5 µM), without a hit: top-dose activity change, negative = inhibition, usual class: inhibitors; AID 602233; PGK/GAPDH coupled, Kinase-Glo luminescence, 60 min; actives 0.043% (n = 380,000); note: potency is the fitted concentration of half-maximal effect; % is set by controls: 0 for no effect and ±100 for the full control effect; nearly all actives have a fitted effect of over 60% in size
Target sequence (P07378 whole entry, looked up): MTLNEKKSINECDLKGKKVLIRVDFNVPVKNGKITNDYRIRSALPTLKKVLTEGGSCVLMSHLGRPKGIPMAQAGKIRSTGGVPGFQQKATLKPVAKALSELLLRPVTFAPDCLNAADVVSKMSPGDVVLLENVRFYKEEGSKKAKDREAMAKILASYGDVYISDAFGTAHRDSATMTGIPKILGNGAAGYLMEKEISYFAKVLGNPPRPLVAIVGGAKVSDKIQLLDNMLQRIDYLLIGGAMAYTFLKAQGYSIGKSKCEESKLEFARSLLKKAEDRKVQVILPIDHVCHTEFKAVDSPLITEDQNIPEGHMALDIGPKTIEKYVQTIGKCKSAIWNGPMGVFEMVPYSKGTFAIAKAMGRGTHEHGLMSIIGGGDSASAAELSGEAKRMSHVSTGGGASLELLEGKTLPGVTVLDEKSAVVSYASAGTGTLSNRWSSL
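Recombinant glycosomal PGK reaction used 1,3-bisphosphoglycerate generated in-well by GAPDH (100nM final) in 100mM TEA pH 7.6, 5mM MgCl2, 0.01% Tween-20. After 60 minutes at room temperature, ATP was read by Kinase-Glo Plus luminescence end-point.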
JMJD2A Tudor inh: inhibitors of human JMJD2A Tudor domain. actives 4.4% (n = 390,000). AlphaScreen JMJD2A-Tudor / H3K4me3 peptide binding. AID 504339. Potency, µM (doses to about 114 µM), without a hit: top-dose activity change, negative = inhibition, actives largely listed as inhibitors. O75164; note: potency is the fitted concentration of half-maximal effect; % is set by controls: 0 for no effect and ±100 for the full control effect; nearly all actives have a fitted effect of over 50% in size
G9a block: G9a (human) methyltransferase inhibition. Q96KQ7. G9a H3K9 monomethylation, AlphaScreen, 2 h. Potency, µM (series often up to 102 µM), for inactives: at the top dose activity, negative = inhibition, most hits filed as inhibitors. actives 8.8% (n = 350,000). AID 504332; note: potency is the fitted concentration of half-maximal effect; % is set by controls: 0 for no effect and ±100 for the full control effect; nearly all actives have a fitted effect of over 75% in size
Target sequence (Q96KQ7 913-1193 limits assumed): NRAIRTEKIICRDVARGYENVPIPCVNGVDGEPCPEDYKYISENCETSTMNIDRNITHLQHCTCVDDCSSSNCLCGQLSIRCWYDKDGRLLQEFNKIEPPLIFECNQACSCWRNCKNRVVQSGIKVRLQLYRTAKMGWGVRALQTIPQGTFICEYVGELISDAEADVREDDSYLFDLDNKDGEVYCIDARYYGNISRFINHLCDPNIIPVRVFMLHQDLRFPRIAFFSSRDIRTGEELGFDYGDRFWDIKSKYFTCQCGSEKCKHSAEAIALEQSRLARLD
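Methyltransferase reactions run at room temperature for 2 h (20 nM enzyme, 500 nM biotin-H3K9 peptide, 20 uM SAM) after a 15 min compound preincubation; product detected by AlphaScreen beads and anti-H3K9me1 antibody.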
* = called active by the depositor; i = inactive; ? = inconclusive; nt = no result given; [ ] = remark or other dose. Unless noted, calls come from the whole dose curve; as a rule, active = well fitted curve in the direction sought with a large enough effect; inconclusive = small, poorly fitted or top-dose-only effect, or another doubt; inactive = no such curve, though single readings can be large; an effect the other way counts as inactive or inconclusive.

Pol eta inh	PI4K2A inh	HP1b binding inh	BAZ2B block	Pin1 inh	GLS inhibitor	PGK inhibitor	JMJD2A Tudor inh	G9a block	Molecule
?	1	11%	11%	4%	8%	11%	-2%	6%[12.7 µM]	CN(C(=O)COC(=O)/C=C/c1ccc2ccccc2n1)c1c(N)n(Cc2ccccc2)c(=O)[nH]c1=O
?	-4	39%	nt	13%	-4%	-15%	-10%	nt	CCC(/C=C1\Oc2ccc(OC)cc2N1C)=C\c1sc2ccccc2[n+]1CCCS(=O)(=O)[O-]
-4%	-5	20%	2%	-2%	0%	-1%	-5%	23%	O=C(OCC(=O)N1CCCc2ccccc21)c1ccc(Br)o1
0%	-1	15%	-31%	1%	8%	-6%	-10%	-39%	COc1ccc(N2CC(C(=O)N(C)CC(=O)Nc3ccc(Cl)c(C(F)(F)F)c3)CC2=O)c(OC)c1 (stereo not given)
-23%	-11	?	?	-13%	23%	-7%	?	nt	O=C(NC(=S)Nc1cccc2c(O)cccc12)c1ccco1
nt	-1	40%[activator]	12%	0%	-7%	nt	11%	3%[59 µM]	COC(=O)c1ccccc1NC(=O)C1=C(C)C(=O)OC12CCC(C)CC2 (stereo not given)
-18%	-2	16%	-12%	-1%	11%	4%	-1%[11.4 µM]	30%	O=c1cc(CS(=O)(=O)c2ccccc2)nc(-c2ccncc2)[nH]1
-2%	4	54%[activator]	6%	20%	-2%	i	10%	?	O=C1CC(c2ccccc2)Cc2[nH]c(=O)c(-c3nc(-c4ccc(Cl)cc4)cs3)cc21 (stereo not given)
-23%	0	29%	2%	-7%	29%	5%	-6%	4%[0.501 µM]	COc1ccc(CCN2C(=O)CS/C2=N\NC(=O)c2cccs2)cc1OC
6%	-1	96%[activator]	5%	-15%	-13%	-5%	-1%	21%[0.501 µM]	C=CCn1c(=N)n(CC(=O)c2ccc(Br)cc2)c2ccccc21
-10%	2	25%	0%	-3%	0%	8%[11.5 µM]	5%	4%[12.7 µM]	O=C(NC1CCCC1)C(c1ccsc1)N(C(=O)Cc1cccs1)c1ccc(F)cc1 (stereo not given)
-22%	0	23%	5%	15%	-5%	-8%	-13%	?	CN(C)S(=O)(=O)c1cccc(NC(=O)COc2cccc3ccccc23)c1
-17%	4	39%[activator]	3%	-4%	-17%	-5%	-12%	70%[activator]	COc1ccc(N(CC(=O)Nc2ccc(C(C)C)cc2)S(=O)(=O)c2c(C)noc2C)cc1
-17%	-19	22%	-2%	-1%	1%	i	-9%	18%[12.7 µM]	COc1ccc(C2=NN(C(=O)c3ccco3)C(c3cc4ccccc4nc3Cl)C2)cc1 (stereo not given)
-2%	-1	44%	1%	16%	4%	i	8%	-1%[59 µM]	Cc1nn(-c2ccccc2)c2nc(C3CC3)cc(C(=O)NCc3ccccc3Cl)c12
-17%	1	-4%	?	1%	15%	-2%	?	?	COC(=O)N/N=C/c1cn(CCOc2ccc(OC)cc2)c2ccccc12
3%	2	-10%	-5%	-10%	14%	-9%	-16%	nt	COc1cc(C2OC(=O)c3ccccc3S2)cc(OC)c1OC (stereo not given)
-13%	6	31%[activator]	1%	1%	0%	i	-8%	0%[12.7 µM]	O=C(CCSc1nnc2ccccn12)Nc1ccc(F)cc1
-10%	-5	26%	3%	-10%	-1%	i	-13%	0%	CCN(CC)Cc1c(C(=O)OC(C)C)nnn1-c1nonc1N
-1%	0	16%	-4%	-4%	-6%	-9%	-19%	-7%[59 µM]	CC(=O)NC(CCS(C)(=O)=O)C(=O)Nc1ccccc1 (stereo not given)
-19%	-2	16%	-7%	1%	5%	-25%	-20%	?	C/C(=N\O)c1c(C)c2ccccc2n1C
-20%	-1	34%	?	-7%	2%	-4%	-18%	-17%[59 µM]	Cc1[nH]c2ccccc2c1C(Nc1nccs1)c1ccncc1 (stereo not given)
-5%	2	44%[activator]	-4%	2%	1%	7%	4%	48%[59 µM]	CC(C)(C)C(=O)N(CCN(C(=O)C(C)(C)C)c1ccccc1)c1ccccc1
-15%	0	34%	1%	10%	1%	-3%	-7%	5%[59 µM]	COc1ccc2oc(-c3cccc(NC(=O)CSc4ccc(Cl)cc4)c3)nc2c1
-23%	4	21%	nt	-14%	18%	-2%	-1%	nt	O=C(Nc1scc(-c2ccc(Br)cc2)c1C(=O)O)c1ccccc1F
-10%	0	21%	-24%	-4%	-13%	3%	-16%	?	CN(C)CCNC(=O)c1cccc(S(=O)(=O)Nc2ccc(F)cc2)c1
6%	-7	-4%	?	-10%	3%	2%	-33%	-5%[59 µM]	CN(C)C(CN1C(=O)C2CC=CCC2C1=O)c1cn(C)c2ccccc12 (stereo not given)
-19%	6	30%	nt	-1%	?	-1%	?	-10%[59 µM]	Cc1cc(-n2nc(C)cc2C)nc(NS(=O)(=O)c2ccccc2)n1
-11%	-1	37%[activator]	-4%	-1%	-9%	0%	-22%	nt	CC(C)CCNC(=O)C(c1ccncc1)N(CC1CCCO1)C(=O)Cn1nnc(-c2ccc(F)cc2)n1 (stereo not given)
-10%	4	31%	-16%	-1%	17%	-6%	12%	-26%[12.7 µM]	COC(=O)C1=C(C)N(C)C(=O)NC1c1ccc(O)c(Cl)c1 (stereo not given)
-12%	0	29%	-1%	0%	5%	7%	-22%	?	CCOC(=O)c1nnn(-c2nonc2N)c1-c1ccc(OC)cc1
-9%	1	24%	8%	1%	3%	1%	-4%	-8%	Cc1cccc(NC(=O)CSc2nc(C)nc3c2c(=O)n(C)c(=O)n3C)c1
-19%	2	42%[activator]	-23%	1%	3%	-7%	-1%	nt	O=C(Nc1cccc(-n2cccn2)c1)C1CCCN(Cc2ccccc2F)C1 (stereo not given)
-5%	-1	9%	9%	9%	5%	-1%	-4%	24%	COc1cc(NC(=O)CSc2nnc(C)s2)cc(OC)c1
-9%	-10	-3%	-29%	1%	-5%	-10%	-1%	-15%	O=C(CCNC(=O)c1ccco1)Nc1ccc(F)c(Cl)c1
-2%	1	20%	1%	6%	9%	-3%	-17%	-5%[12.7 µM]	CC(C)(C)NC(=O)CSc1nnc(-c2ccco2)n1Cc1ccco1
2%	-1	30%	-6%	-2%	6%	-5%	-15%	21%	COc1ccccc1NC(=O)CCC(=O)Nc1nnc(C(F)(F)F)s1
?	-6	34%	-2%	29%	-1%	-4%	-12%	1%[59 µM]	Cc1c(NC(=O)COC(=O)c2cc(-c3ccc(-c4ccccc4)cc3)nc3ccccc23)c(=O)n(-c2ccccc2)n1C
-4%	5	45%[activator]	-15%	-2%	10%	8%	1%	?	COc1cccc(C(=O)OCC(=O)NC(=O)NC2CCCC2)c1O
3%	-1	13%	-2%	-6%	9%	i	-4%	-12%[59 µM]	CC1=CCC2C(=O)N(c3cc(C)on3)C(=O)C2C1 (stereo not given)
-7%	0	42%[activator]	-2%	2%	-8%	i	-10%	13%[59 µM]	CCOC(=O)CNC(=O)c1sc(NC(=O)c2ccccc2)nc1C
-3%	-2	30%	0%	4%	2%	-5%	-8%	nt	CC(=O)c1ccc(NCCC(=O)c2ccccc2)cc1
-10%	3	22%	2%	0%	-8%	-1%	-15%	nt	O=C(NCCCN1CCCC1=O)Nc1ccccc1F
-17%	-7	-5%	-6%	-3%	12%	-13%	-4%	9%	Cn1cc(CCC(=O)NC2CC(C)(C)Cc3c2cnn3-c2ccc(F)cc2)cn1 (stereo not given)

Structures from the list above that contain a Cl atom:
Pol eta inh	PI4K2A inh	HP1b binding inh	BAZ2B block	Pin1 inh	GLS inhibitor	PGK inhibitor	JMJD2A Tudor inh	G9a block	Molecule
0%	-1	15%	-31%	1%	8%	-6%	-10%	-39%	COc1ccc(N2CC(C(=O)N(C)CC(=O)Nc3ccc(Cl)c(C(F)(F)F)c3)CC2=O)c(OC)c1 (stereo not given)
-2%	4	54%[activator]	6%	20%	-2%	i	10%	?	O=C1CC(c2ccccc2)Cc2[nH]c(=O)c(-c3nc(-c4ccc(Cl)cc4)cs3)cc21 (stereo not given)
-17%	-19	22%	-2%	-1%	1%	i	-9%	18%[12.7 µM]	COc1ccc(C2=NN(C(=O)c3ccco3)C(c3cc4ccccc4nc3Cl)C2)cc1 (stereo not given)
-2%	-1	44%	1%	16%	4%	i	8%	-1%[59 µM]	Cc1nn(-c2ccccc2)c2nc(C3CC3)cc(C(=O)NCc3ccccc3Cl)c12
-15%	0	34%	1%	10%	1%	-3%	-7%	5%[59 µM]	COc1ccc2oc(-c3cccc(NC(=O)CSc4ccc(Cl)cc4)c3)nc2c1
-10%	4	31%	-16%	-1%	17%	-6%	12%	-26%[12.7 µM]	COC(=O)C1=C(C)N(C)C(=O)NC1c1ccc(O)c(Cl)c1 (stereo not given)
-9%	-10	-3%	-29%	1%	-5%	-10%	-1%	-15%	O=C(CCNC(=O)c1ccco1)Nc1ccc(F)c(Cl)c1

Screening results from PubChem BioAssay.

A portion of the library; the hit share may differ from the screen's.
